# Yeast superoxide – caloric restriction mimetics inhibiting age-related superoxide in yeast. S. cerevisiae aged cells, superoxide DHE fluorescence; stronger effect = lower value. superoxide response (% of plate mean), % at 10 µM. 0.18% of 330,000 active;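 active = superoxide response under a set limit, about three screen SD below normal, cut at about 65% in these data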;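 note: yeast aged for seven days with compound at 30 °C before DHE staining; 100% = average MFI of all compound-treated wells on the plate with controls excluded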
# AHR activator – activates the human aryl hydrocarbon receptor | P35869 | AHR-responsive luciferase reporter cells, luminescence | activation, % at 5 µM | 2.5% of 320,000 active | AID 2796; in the data active = activation above about 47%;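 note: 0% = vehicle wells and 100% = reference agonist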
# proCasp3 act – procaspase-3 (human) activation | P42574 | 0.11% of 330,000 active | recombinant procaspase-3 D3A, Ac-DEVD-pNA absorbance 405 nm | activation, % at 8.5 µM;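 active = activation above the mean of all tested compounds plus 3 SD, cut at about 21% in these data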;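 note: 0% = DMSO alone and 100% = DMSO wells spiked with extra 5 µM PC-3 D3A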
# Target sequence (P42574 whole entry D9A/D28A/D175A): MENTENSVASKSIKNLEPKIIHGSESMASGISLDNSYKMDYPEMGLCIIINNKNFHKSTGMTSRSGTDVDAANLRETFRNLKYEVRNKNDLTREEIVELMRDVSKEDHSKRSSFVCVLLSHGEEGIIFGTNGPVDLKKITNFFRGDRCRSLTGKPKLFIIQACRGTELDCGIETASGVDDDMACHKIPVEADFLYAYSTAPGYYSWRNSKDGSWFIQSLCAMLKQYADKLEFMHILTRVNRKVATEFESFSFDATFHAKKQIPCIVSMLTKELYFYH
#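 assay system = Procaspase-3 D3A mutant | signal = absorbance at 405 nm, 0 and 120 min | times = 1 h preincubation plus 2 h reaction at 25 °C | repeats = single replicate | read-out = % activation between DMSO and enzyme-spiked controls | medium = Zinc-free HEPES saline buffer with Triton X-100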
# GASC-1 inh – human JMJD2C demethylase inhibition; GST-JMJD2C(1-420) H3K9me3 demethylation, DELFIA europium; 0.069% of 330,000 active; Q9H3R0; inhibition, % at 2.35 µM;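 active = more than half of a compound's replicate wells show inhibition beyond 50%, single wells judged on their own value; inconclusive = some, but no more than half, of replicates pass 50% inhibition; inactive = no replicate passes 50% inhibition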;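 note: signal counts dimethyl H3K9 product captured on neutravidin plate; 0% = median of DMSO wells and 100% = 0.3 times that DMSO median; strong numbers were not always called active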
# Target sequence (Q9H3R0 1-420 limits assumed): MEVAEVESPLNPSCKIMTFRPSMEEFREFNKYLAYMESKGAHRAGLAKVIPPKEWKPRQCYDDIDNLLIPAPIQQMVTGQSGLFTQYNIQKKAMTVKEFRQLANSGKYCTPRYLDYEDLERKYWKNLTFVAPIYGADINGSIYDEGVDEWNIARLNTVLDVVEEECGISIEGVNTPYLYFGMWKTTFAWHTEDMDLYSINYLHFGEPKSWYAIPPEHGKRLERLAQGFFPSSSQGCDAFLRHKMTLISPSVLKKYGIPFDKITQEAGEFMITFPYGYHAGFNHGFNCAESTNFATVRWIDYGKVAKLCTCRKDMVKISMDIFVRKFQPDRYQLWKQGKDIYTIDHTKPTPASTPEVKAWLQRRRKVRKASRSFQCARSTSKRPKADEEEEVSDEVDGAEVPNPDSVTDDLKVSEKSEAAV
# LAP4-GFP MLPCN – alters LAP4-GFP fluorescence in TOR pathway yeast screen; S. cerevisiae LAP4-GFP multiplex, flow cytometry GFP, 3 h; median GFP as percent of DMSO wells; GFP response vs DMSO, % at 10 µM; 0.34% of 320,000 active;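 active = GFP response vs DMSO above a set limit, about the screen mean plus 3 SD, cut at about 150% in these data; inconclusive = under 70 cell events counted for the yeast strain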
# MEP2 TOR yeast – yeast TOR pathway MEP2-GFP modulation; S. cerevisiae MEP2-GFP strain, flow cytometry GFP, 3 h; 100% = DMSO control level; GFP response vs DMSO, % at 10 µM; 0.51% of 330,000 active; AID 2016;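 active = GFP response versus DMSO above a set limit, roughly screen mean plus 3 SD, cut at about 180% in these data; inconclusive = fewer than 70 cells counted for a yeast strain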;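 note: median GFP fluorescence of the barcode-gated MEP2-GFP cells per well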
# RPL19A TOR yeast – modulators of TOR pathway RPL19A-GFP in S. cerevisiae | S. cerevisiae RPL19A-GFP strain, flow cytometry, 3 h; stronger effect = lower value | percent response vs DMSO, % at 10 µM | 0.3% of 330,000 active | AID 2025;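 active = percent response vs DMSO below 50%; inconclusive = fewer than 70 events counted for the yeast strain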;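 note: median channel GFP fluorescence of the barcoded RPL19A-GFP strain; ratio of sample median GFP to plate DMSO average so 100% = DMSO; lower means less RPL19A-GFP as with rapamycin TOR inhibition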
# procasp7 counter – counter-screen for procaspase-3 activators: activators of human procaspase-7; P55210; recombinant procaspase-7, Ac-DEVD-pNA absorbance 405 nm; D23A/D198A/D206A triple mutant, cannot self-cleave; scale: DMSO 0, 5 µM enzyme 100; activation, % at 8.5 µM; 0.093% of 330,000 active;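 active = percent activation above the screen-wide mean plus 3 SD, cut at about 25% in these data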
# Target sequence (P55210 whole entry D23A/D198A/D206A): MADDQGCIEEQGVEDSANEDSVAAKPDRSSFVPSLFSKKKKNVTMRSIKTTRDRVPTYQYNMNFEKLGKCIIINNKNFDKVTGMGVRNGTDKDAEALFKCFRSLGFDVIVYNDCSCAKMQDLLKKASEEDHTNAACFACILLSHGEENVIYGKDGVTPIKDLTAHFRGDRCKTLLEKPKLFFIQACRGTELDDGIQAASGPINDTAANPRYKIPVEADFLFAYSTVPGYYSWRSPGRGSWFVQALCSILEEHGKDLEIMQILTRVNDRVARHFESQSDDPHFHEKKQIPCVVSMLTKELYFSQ
#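 Assay system – Uncleavable procaspase-7 mutant enzyme · Quantity – 2 µM procaspase-7 mutant as dispensed · Times – 1 h preincubation, 2 h reaction · Dosing – single nominal 8.5 µM compound dose, 0.8% DMSO final · Buffer or medium – Zinc-free 50 mM HEPES buffer, pH 7.4, with NaCl and Triton X-100 · Detection – Epi-absorbance of released pNA at 405 nm, two timepoints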
# * hit, by the source's call; i = inactive; ? = inconclusive; . = no result given; [ ] = remark or other dose.
mol	Yeast superoxide	AHR activator	proCasp3 act	GASC-1 inh	LAP4-GFP MLPCN	MEP2 TOR yeast	RPL19A TOR yeast	procasp7 counter
CCN(CC(=O)NCc1cccs1)S(=O)(=O)c1ccc(F)c(F)c1F	105	2	4	-1	105	104	98	8
COC(=O)c1cccc(N(CC(=O)NC2CCCC2)C(=O)CNC(=O)c2cccs2)c1	93	3	-1	6	93	104	103	0
O=[N+]([O-])c1c(-c2cn[nH]c2)n[nH]c1-c1cn[nH]c1	107	1	4	0	102	97	103	-3
O=C1CC(N2CCN(c3ccc(Cl)cc3)CC2)C(=O)N1c1ccc(F)cc1 (stereo unspecified)	102	0	-18	0	80	106	106	9
C=CCN1C(=O)/C(=C\c2cccc(OC(=O)c3ccco3)c2)SC1=S	97	1	3	-2	90	94	91	-2
CC(C)(C)Oc1ncc(Br)c(OC(C)(C)C)n1	91	1	13	-5	95	107	98	4
COc1ccccc1-c1cc(C(=O)Nc2cc(C)on2)no1	97	-4	9	2	103	99	94	-7
COc1cc(C2CC(c3c(C)cc(C)[nH]c3=O)=NN2c2ccccc2F)cc(OC)c1OC (stereo unspecified)	106	8	-7	3	91	100	105	-11
COc1ccc(NC(=O)CCCC(=O)OCC(=O)c2cccc(OC)c2)cc1	98	0	1	-8	98	107	98	0
CC1(C)CC(=O)c2cc(C(=O)NNc3ccccc3)c(=O)n(-c3ccccc3)c2C1	108	-2	-9	-2	107	105	108	-3
CCc1ccc(-c2cc(C(F)(F)F)n3nc(C(=O)Nc4cnn(Cc5ccccc5C)c4)cc3n2)s1	100	8	7	15	96	113	102	-8
O=C(Nc1nnc(COc2ccc(Cl)cc2)s1)c1cccs1	105	4	-20	-5	98	108	106	-18
Cc1cccc(-c2nsc(SCC(=O)Nc3ccc4c(c3)OCO4)n2)c1	101	105*	8	14	110	112	100	6
CC1(C)CCC(=O)C=C1Nc1ccc(F)c(Cl)c1	100	.	.	6	91	100	100	.
Cc1onc(-c2ccccc2)c1C(=O)NC(=S)NNC(=O)c1cc(-c2ccc(F)cc2)n[nH]1	103	2	6	5	102	90	95	-9
O=C(NNc1ccccc1)C(CCO)C(=O)NNc1ccccc1	108	6	2	20	97	97	101	-8
Cn1ccnc1C(=O)Cc1ccc([N+](=O)[O-])cc1	99	0	-3	10	112	105	101	-5
COc1ccc(N(CC(=O)NCCc2ccc(S(N)(=O)=O)cc2)S(=O)(=O)c2c(C)noc2C)cc1	92	1	7	?	102	106	101	-3
COc1ccc(-c2cc3nc(-c4ccccc4)cc(N4CCCC(O)C4)n3n2)cc1 (stereo unspecified)	191	32	29*	2	103	111	100	58*
CCOc1ccc(NC(=O)c2cccc3c2C(=O)N(CCOC)C3)cc1	108	-7	1	155	90	106	93	7
CC1CN(S(=O)(=O)c2ccc(C(=O)NC3CCCCC3)cc2)CC(C)O1 (stereo unspecified)	91	-1	-2	6	99	108	108	11
COC(=O)C(C#N)c1nc2ccccc2nc1N1CCCC1 (stereo unspecified)	116	9	-6	7	126	104	96	0
Cc1ccc(S(=O)(=O)NCCC(=O)OCC(=O)Nc2cccc(Cl)c2)cc1	77	0	13	-6	90	99	95	14
COc1cc(/C=N/NC(=O)c2ccc3c(c2)OCO3)ccc1O	106	.	.	5	62[may fluoresce red]	94[may fluoresce red]	?	.
CCOC(=O)c1cnc2ccc(C)cc2c1Nc1ccc(N2CCOCC2)cc1	95	5	-1	-6	102	109	101	1

# Grouped by structure: the entries above containing a nitro group on carbon.
mol	Yeast superoxide	AHR activator	proCasp3 act	GASC-1 inh	LAP4-GFP MLPCN	MEP2 TOR yeast	RPL19A TOR yeast	procasp7 counter
O=[N+]([O-])c1c(-c2cn[nH]c2)n[nH]c1-c1cn[nH]c1	107	1	4	0	102	97	103	-3
Cn1ccnc1C(=O)Cc1ccc([N+](=O)[O-])cc1	99	0	-3	10	112	105	101	-5

# More results follow.
mol	Yeast superoxide	AHR activator	proCasp3 act	GASC-1 inh	LAP4-GFP MLPCN	MEP2 TOR yeast	RPL19A TOR yeast	procasp7 counter
CCOC(=O)N1CCN(S(=O)(=O)N2CCCC(C(=O)NCCc3ccc(Cl)cc3)C2)CC1 (stereo unspecified)	123	-1	-2	-7	92	105	102	1
COc1cc(NC(=O)c2ccc(F)cc2)ccc1NC(=O)c1cc2ccccc2o1	103	-1	-5	24	90	106	102	10
O=S(=O)(Nc1cc(Cl)ccc1N1CCOCC1)c1ccccc1Cl	100	-2	2	6	100	99	96	5
O=C(c1ccc2c(c1)OCO2)N1CCOCC1	86	0	1	-5	109	105	103	5
CC(C)c1ccccc1NC(=O)c1ccc(CN(c2ccccc2)S(=O)(=O)c2ccccc2)cc1	96	-1	7	5	87	102	93	-8
CCN(c1ccccc1)S(=O)(=O)c1nnc(NC(=O)c2ccco2)s1	101	-5	-2	0	101	97	101	5
Cc1ccc(S(=O)(=O)N(C)CC(=O)O/N=C(\N)c2ccccn2)cc1	112	2	2	127	100	102	99	3
NC(=O)C1CCN(C(=O)CCC(=O)c2ccc(F)cc2)CC1	95	2	2	-24	93	105	105	0
CC1(C)CC(=O)c2cnc(N3CCc4ccccc43)nc2C1	94	22	-8	14	126	104	101	-7
O=C(Nc1ncc(S(=O)(=O)c2ccc([N+](=O)[O-])cc2)s1)c1ccccc1F	102	2	-1	-12	98	99	100	2
CCOc1c(C)cnc2c1c(=O)n(Cc1c(F)cccc1Cl)c(=O)n2C	101	1	6	0	106	93	96	7
CCC(CC)c1nnc(NC(=O)CS(=O)(=O)Cc2ccccc2)s1	104	-1	-1	-6	100	103	100	9
O=C(NC(Cc1ccccc1)C(=O)O)/C(=C\c1ccc(Br)cc1)NC(=O)c1ccc(Br)o1 (stereo unspecified)	89	0	-19	17	93	103	104	-7
Cn1cc(C(=O)NCCO)c(=O)c2ccccc21	111	3	6	0	106	102	101	2
CCCCN1C(=O)/C(=C/C=C2/CC(C)(C)CN2C)SC1=S	106	37	-13	-4	101	102	101	-17
CCCCCCSc1ccc([C@H]2N[C@@](CC(C)C)(C(=O)OC)[C@H]3C(=O)N(CC)C(=O)[C@@H]23)cc1	89	0	2	i	122	97	101	10
COc1cc(/C=C/C(=O)OCC(=O)c2ccc[nH]2)cc(OC)c1OC	88	6	2	-1	90	106	99	-1
Cc1ccccc1Nc1cc(C(=O)NCc2ccco2)c2ccccc2n1	117	10	-7	0	79	62	94	-11
COc1ccc(C(=O)Nc2ccc(-c3ccc(C)o3)cc2)cc1S(=O)(=O)N1CCOCC1	85	5	-3	0	88	94	101	-2
O=C(O)CCC(=O)N1N=C(c2ccccc2)CC1c1ccc2nccnc2c1 (stereo unspecified)	90	0	-5	3	88	99	98	7
CCOc1ccc(C(=O)Nc2nccs2)cc1[N+](=O)[O-]	107	-3	4	-5	90	107	106	-1
C=CCn1c(=N)n(CC(=O)OCC)c2ccccc21	84	0	-8	-4	105	102	99	-3
Cn1c(=O)n(CC(=O)O)c(=O)c2c1nc1n2CCCN1CCc1ccccc1	107	-2	3	-20	88	90	99	4
COc1ccc(OC)c(NC(=O)c2cc3c(=O)n4ccccc4nc3n2C)c1	102	0	3	2	106	101	100	-2
COc1ccc(CCNC(=O)C2CCCN(Cc3nc(-c4ccccc4C)oc3C)C2)cc1OC (stereo unspecified)	103	-1	13	3	95	99	97	12

# (continued)
mol	Yeast superoxide	AHR activator	proCasp3 act	GASC-1 inh	LAP4-GFP MLPCN	MEP2 TOR yeast	RPL19A TOR yeast	procasp7 counter
CC1=C(C(=O)OCC2CCCO2)C(c2coc3ccccc3c2=O)C2=C(CC(C)(C)CC2=O)N1 (stereo unspecified)	104	1	-5	-21	103	100	91	-5
C=Cn1cc[n+](CC(=O)c2cc(C(C)(C)C)c(O)c(C(C)(C)C)c2)c1	115	2	-8	-5	97	114	101	-3
CC(=O)N(C)c1cccc(-c2ccc3nnc(C)n3n2)c1	105	3	0	21	100	111	103	5
O=C(O)CN=C(NS(=O)(=O)c1ccc(Cl)cc1)c1ccc(F)cc1	89	-1	1	33	111	95	85	0
Cn1cc(C(CC(=O)O)C(=O)O)c2ccccc21 (stereo unspecified)	74	19	2	-2	99	105	96	8
O=C(N/N=C/c1ccc2c(c1)OCO2)c1cccc2ccccc12	103	26	-1	2	94	100	100	3
Cc1cc(NC(=O)CN2CCN(Cc3ccccc3)CC2)nc2c1c(=O)oc1ccccc12	97	3	6	7	99	102	101	11
COC1(OC)C=CC(=O)C=C1NC(=O)c1ccccc1OC(C)=O	105	9	-15	8	110	89	85	-6
N#Cc1ccc(/C=N/NC(=O)c2cc(-c3cccs3)nc3ccccc23)cc1	105	13	-47	-2	114	105	107	15
COc1ccc(C2=NN(C(=O)CSc3ncccn3)C(c3cccc(OC)c3OC)C2)cc1 (stereo unspecified)	110	0	2	-3	97	101	97	0
COc1ccc(-c2[nH]ncc2CN(C)Cc2cccnc2)c(F)c1	91	7	3	12	89	106	109	-4
CC(C)(O)C#Cc1ccc(C(=O)N2CCCC2C(=O)O)s1 (stereo unspecified)	96	5	2	-29	92	99	97	24
COc1ccc(NC(=O)CN2CCC(C(=O)c3ccc(F)cc3)CC2)c(OC)c1	116	-1	9	-1	102	103	106	-4
Cc1ccccc1OCC(=O)N/N=C/c1cn(C)c2ccccc12	92	25	-7	-4	111	105	96	8
CCOC(=O)c1oc2nc(C(C)C)c3c(c2c1N)CCC3	100	-2	-2	-1	114	104	101	3
Cc1ccc(NC(=O)CCn2cnc3ccccc3c2=O)c(C)c1	100	-1	3	-47	100	106	106	-14
O=C1c2ccc(-c3ccc(F)cc3OCc3ccccc3)cc2S(=O)(=O)c2cccc(C(=O)N3CCCC3)c21	100	7	-1	-8	107	100	98	9
c1csc(-c2noc(CN3CCN4CCCC4C3)n2)c1 (stereo unspecified)	96	3	-1	-23	102	95	91	-6
CC(C)(C)C(=O)Nc1ccc(C(=O)Nc2cccc(Oc3ccc(C(=O)O)c(C(=O)O)c3)c2)cc1	105	-1	9	3	88	104	102	1
Cc1ccsc1/C=N/n1cnnc1	96	-3	-6	-2	106	104	101	1
Cc1ccc(NC(=O)CN(C(=O)N2CCN(C)CC2)S(=O)(=O)c2ccc(C)cc2)cc1	102	1	-5	-21	105	102	96	1
O=C(COC(=O)CN1C(=O)NC2(CCCC2)C1=O)Nc1ccccc1C(F)(F)F	99	0	-5	0	95	93	94	0
CN(C)CCOC(C1CCCCC1)C1CCCCC1	92	0	-1	1	93	95	93	2
O=C(Cn1ncc2c1-c1ccccc1OC2)N(Cc1ccco1)C1CCCCC1	118	0	3	9	108	96	101	-5
CCc1cc(CNC(=O)CCc2nnc(CCCc3ccccc3)o2)on1	103	8	5	6	114	106	100	10
CCSc1nc2cc(S(=O)(=O)N3CCOCC3)ccc2o1	109	0	-12	.	98	92	93	-32
COc1cccc(CNC(=O)c2ccc(C)c(S(=O)(=O)N3CCOCC3)c2)c1	110	2	8	7	115	123	102	-1
Cc1ccc(NC(=O)CCC(=O)N/N=C/c2ccc(O)cc2O)cc1	112	13	2	7	100	96	100	2
